Bioassay records deposited in PubChem BioAssay by Broad Institute.
miR-122 sensor = miR-122 Renilla sensor signal increase in Huh7, primary screen, miR-122 inhibitor project, cell-based, single point, plate reader | Huh7 miR-122 Renilla luciferase sensor, 48 h; neutral wells = 0, positive control = 100 | activation (reporter increase), % at 12.5 µM | 0.3% of 340,000 active;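 active = mean replicate activation score at least 90 and every replicate individually at or above 90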;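 also: higher luciferase means less miR-122 activity so hits act as miR-122 inhibitors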
EWS-Fli block = EWS/Fli-driven NR0B1 reporter inhibitors, primary screen, A673 cells, NR0B1 luciferase, luminescence, MLPCN library | inhibition, % at 12.6 µM | 0.67% of 350,000 active | viability-normalised;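 active = mean inhibition of at least 50% after viability correction, with every replicate also passing that limit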;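 also: firefly luciferase signal divided by Alamar Blue viability fluorescence both relative to DMSO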
FN deposition inh = inhibitors of fibronectin matrix deposition, primary screen, AH1F cells, Alexa488-fibronectin fluorescence, plate reader. AID 743247, 2014. 0.086% of 350,000 active. AH1F fibroblasts, overnight. inhibition, % at 12.6 µM;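 active = mean inhibition across replicates of 30% or more, regardless of how many single replicates reach that level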;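 also: positive control wells lacked labelled fibronectin entirely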
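material = AH1F fibroblast monolayer depositing Alexa488-labelled fibronectin into matrix | amount = 10000 AH1F cells/well | buffer or medium = DMEM plus 2% serum, read in PBS | incubation = 1 h cell adhesion before compound, then overnight fibronectin incubation | detection = fluorescence at 485 nm excitation, 525 nm emission | evaluation = percent inhibition as loss of matrix-bound fibronectin fluorescence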
Cneo AK release = Cryptococcus neoformans cell lysis inducers, primary screen, AK release luminescence, single concentration; C. neoformans lysis, adenylate kinase release luminescence, 4 h; normalised: neutral wells 0, clomiphene wells 100; lysis activity, % at 15 µM; 0.2% of 360,000 active;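 active = mean lysis activity across replicates of at least 80%, whatever share of replicates individually reach that level; inactive = mean lysis activity below 80%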
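Test system: log-phase Cryptococcus neoformans yeast cells. Input: 5 × 10^6 yeast cells/mL. Medium: fresh YPD growth medium. Doses: single dose. Incubation: static 4 h at 37 °C with compound, 1 h detection. Measured by: luminescent adenylate kinase detection reagent. Read-out: signal increase indicating cell lysis. Benchmarks: Clomiphene.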
PGC1a acetyl inh = inhibitors of PGC1a acetylation signal, primary screen, cell-based, U2OS, AlphaScreen, inhibitor mode; AlphaScreen anti-acetyl-lysine; with virally co-expressed GCN5 acetyltransferase; inhibition, % at 15.6 µM; 0.17% of 350,000 active; AID 651687, 2012;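 active = every replicate shows inhibition of at least 40%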;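 also: 0% = neutral control wells and 100% = positive control wells; some results beyond the cut were filed as inactive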
PAX8 reporter = inhibitors of PAX8-driven TPO luciferase reporter, primary screen, RMG-I cells, single concentration; 1.2% of 360,000 active; inhibition, % at 12.6 µM; SteadyGlo, 24 h; AID 652154, 2013;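 active = mean replicate inhibition at least 60% with every replicate also reaching 60%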;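 also: luciferase light reporting Pax8 driven TPO promoter activity; plate controls were median of neutral control wells for no effect and mitoxantrone controls for full effect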
Casp6 inh = human caspase-6 inhibitors, primary screen, biochemical, VEID-R110 fluorescence, single point, set 2. purified caspase-6, Z-VEID-R110 cleavage fluorescence. inhibition, % at 12.5 µM. 0.53% of 350,000 active;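 active = mean inhibition across replicates at least about 35%, with every replicate also reaching that limit, limit read from the data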;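 also: 0% = median of neutral control wells and 100% = no fluorescence left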
Target sequence (P55212 24-179 limits assumed): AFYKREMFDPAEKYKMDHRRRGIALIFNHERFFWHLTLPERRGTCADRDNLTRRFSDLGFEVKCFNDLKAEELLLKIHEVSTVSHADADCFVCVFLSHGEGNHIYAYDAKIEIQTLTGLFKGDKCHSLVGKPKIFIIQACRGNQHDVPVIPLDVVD
Target sequence (P55212 194-293 limits assumed): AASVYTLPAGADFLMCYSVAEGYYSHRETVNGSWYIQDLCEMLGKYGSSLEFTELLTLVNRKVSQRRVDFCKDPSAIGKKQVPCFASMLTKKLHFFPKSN
LGR2 antag = inhibitors of bursicon-induced LGR2 CRE-luciferase signal, primary screen, cell-based, HEK293, CRE-luciferase reporter, bursicon stimulation; AID 720647, 2013; bursicon-stimulated, 4 h; 0.35% of 380,000 active; Drosophila bursicon receptor LGR2 (rickets); inhibition, % at 9.99 µM;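 active = drop in luminescence signal, shown as inhibition above about 50% in the replicate tests, limit read from the data, passing the limit was not always enough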;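 also: agonist challenge used bursicon conditioned medium at about half maximal strength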
Active calls of the source: *; . = no result given; [ ] = remark or other dose. This is a random part of the collection; 2.5% or so of the library scored in one or more.

No.	Molecule	Casp6 inh	EWS-Fli block	PGC1a acetyl inh	Cneo AK release
1	CC(C)n1nc(C(=O)Nc2cccc(S(=O)(=O)N3CCCCC3)c2)c2ccccc2c1=O	0	28	-10	0
2	COc1ccc(OCCNC(=O)c2ccc(C)cc2)cc1	2	-27	-1	-1
3	C[C@H](CO)N1C[C@H](C)[C@@H](CN(C)C(=O)CC2CC2)Oc2ncc(C#CC(C)(C)O)cc2C1=O	-2	-10	10	0
4	N#CC1=C(N)N(c2ncn[nH]2)C2=C(C(=O)CCC2)C1c1ccc(F)cc1 (configuration not stated)	-2	1	.	.
5	Cc1cc(O)c2c(c1)C(O)(C1OC(CO)C(O)C(O)C1O)c1cccc(O)c1C2=O (configuration not stated)	.	-5	.	2
6	CCCC#Cc1ccc2c(c1)O[C@H](CN(C)Cc1cccnc1)[C@H](C)CN([C@@H](C)CO)S2(=O)=O	-1	10	-6	-2
7	COc1cccc(C(=O)NCCS(=O)(=O)N(C)C2CCCCC2)c1	-2	-3	11	-3
8	COc1ccc(Cc2nc3ccc(C(=O)N(C)C(C)c4ccon4)cc3o2)cc1 (configuration not stated)	2	.	0	-5
9	Cc1cc(C)n2nc(SCC(=O)NC(=O)c3ccc(OC(F)F)cc3)nc2n1	-1	1	2	-1
10	Cc1cc(OCC(=O)Nc2ccccn2)c2c(C)c(C)c(=O)oc2c1	2	.	-3	13

No.	FN deposition inh	miR-122 sensor	PAX8 reporter	LGR2 antag
1	2	.	27	-10
2	-2	4	-78	2
3	-1	0[16.7 µM]	.	2
4	7	.	11	-23
5	0	-5	-9	-6
6	7	4[16.7 µM]	6	10
7	6	-5	0	0
8	.	-4	-66	-37
9	1	2	0	-15
10	1	-1	-42	16

Single records (already shown):
Profile of CCCC#Cc1ccc2c(c1)O[C@H](CN(C)Cc1cccnc1)[C@H](C)CN([C@@H](C)CO)S2(=O)=O → Casp6 inh: -1; EWS-Fli block: 10; PGC1a acetyl inh: -6; Cneo AK release: -2; FN deposition inh: 7; miR-122 sensor: 4[16.7 µM]; PAX8 reporter: 6; LGR2 antag: 10
Profile of Cc1cc(O)c2c(c1)C(O)(C1OC(CO)C(O)C(O)C1O)c1cccc(O)c1C2=O (configuration not stated) → Casp6 inh: .; EWS-Fli block: -5; PGC1a acetyl inh: .; Cneo AK release: 2; FN deposition inh: 0; miR-122 sensor: -5; PAX8 reporter: -9; LGR2 antag: -6

Next part:
No.	Molecule	Casp6 inh	EWS-Fli block	PGC1a acetyl inh	Cneo AK release
11	COc1ccc(N(CC(=O)NCc2ccc(F)cc2)C(=O)Cn2nnc(-c3ccc(C)o3)n2)cc1OC	1	3	.	0
12	COc1ccccc1NC(=O)c1ccc2c(c1)N(CC(=O)NC(C)(C)C)C(=O)C(C)(C)O2	1	1	-6	0
13	CCOC(=O)c1cccnc1NC(=O)c1ccncc1	-1	4	.	-2
14	COc1ccccc1NS(=O)(=O)c1cc(N/C(=N/S(=O)(=O)c2ccccc2)c2ccc(F)cc2)ccc1Cl	0	5	-14	1
15	C[C@H]1CN([C@@H](C)CO)C(=O)c2cccc(NC(=O)c3ccc(-c4nccs4)cc3)c2O[C@H]1CN(C)C(=O)Nc1ccc2c(c1)OCO2	-1	-6	-11	-3
16	COc1ccc(NC(=O)C2(C)CCN2CCOc2ccc(C)cc2)cc1OC (configuration not stated)	-3	-1	2	1
17	C[C@@H]1CN([C@@H](C)CO)C(=O)c2cc(NC(=O)Cc3ccccc3)ccc2O[C@@H](C)CCCCO[C@@H]1CN(C)S(=O)(=O)c1ccccc1	0	0	16	-3
18	CCOC(=O)[C@@H]1[C@H]2COc3ccccc3[C@@H]2N2C(=O)N(c3ccccc3)C(=O)[C@]12C	2	-4	7	1
19	CCCCSc1nc(N)c(C#N)c(-c2cccs2)c1C#N	2	-5	-37	-2
20	O=C1NC(=O)C(CCc2ccccc2)(c2ccccc2)N1 (configuration not stated)	1	5	-7	.

No.	FN deposition inh	miR-122 sensor	PAX8 reporter	LGR2 antag
11	-2	.	17	-9
12	-2	-1	12	-10
13	6	17	5	5
14	4	117*	13	-3
15	.	-2[16.7 µM]	.	-27
16	-6	2	-11	-4
17	2	0[16.7 µM]	-23	6
18	2	-7	-23	-4
19	.	-10	.	-1
20	5	-7	2	-9

The results go on.
No.	Molecule	Casp6 inh	EWS-Fli block	PGC1a acetyl inh	Cneo AK release
21	C[C@@H]1CCCCO[C@@H](CN(C)S(=O)(=O)c2ccc(Cl)cc2)[C@@H](C)CN([C@@H](C)CO)C(=O)c2cc(NC(=O)Cc3ccccc3)ccc2O1	-1	10	-9	-1
22	O=C(COC(=O)c1cc(=O)[nH]c2ccccc12)NCc1ccccc1Cl	-2	-1	7	0
23	O=C(c1ccccc1)N1CCN(C(=O)c2cc3ccccc3oc2=O)CC1	-1	8	.	0
24	CO[C@@H]1CN(C)C(=O)c2cc(NC(=O)Nc3ccccc3F)ccc2OC[C@H](C)N(C(C)=O)C[C@@H]1C	.	-2	10	.
25	CN(CC1CCCO1)S(=O)(=O)c1ccc(C(=O)Nc2ccc([N+](=O)[O-])cc2)cc1 (configuration not stated)	-5	0	.	3
26	CCCCN1CCNC1=S	0	-3	.	1
27	COc1ccc(C(C)(O)c2nc(-c3ccc(S(C)(=O)=O)cc3)cs2)cc1 (configuration not stated)	-2	-1	-56	-2
28	O=C(Nc1cccc(F)c1)N1CC(=O)N2[C@H](CO)[C@H](c3ccc(-c4cccc(F)c4)cc3)[C@H]2C1	4	-8	-4	.
29	Cc1ccc(C)c(OCCn2cc(/C=C(\C#N)C(=O)NCc3cccs3)c3ccccc32)c1	.	.	-17	0
30	CC(C)N1CCN(CC#Cc2ccccc2)CC1CCO (configuration not stated)	-3	-4	.	.

No.	FN deposition inh	miR-122 sensor	PAX8 reporter	LGR2 antag
21	.	-3[16.7 µM]	18	23
22	5	-8	14	3
23	2	-6	-5	-8
24	7	.	-3	-11
25	0	2	-5	-3
26	10	1	7	1
27	2	1	-5	-13
28	2	.	11	15
29	-4	-3	.	.
30	-2	.	20	-2

New compounds follow.
No.	Molecule	Casp6 inh	EWS-Fli block	PGC1a acetyl inh	Cneo AK release
31	OCCCNc1ncnc2oc(-c3ccccc3)c(-c3ccccc3)c12	0	21	-2	-1
32	COC(=O)c1ccc2nc(-c3ccco3)c(Cc3ccc(C)cc3)n2c1	1	-2	-9	6
33	CCOC(=O)C1CCCN(C(=O)c2cccc(S(=O)(=O)N3CCCC3)c2)C1 (configuration not stated)	-93	4	.	2
34	CNC(=O)NNC(=O)c1csc(-c2ccc(C(F)(F)F)cc2Cl)n1	0	2	4	1
35	COc1ccc(Nc2nc(N)c([N+](=O)[O-])c(NCCO)n2)cc1	2	-33	-11	1
36	O=C(Nc1cccc(-c2cn3c(n2)SCC3)c1)c1ccc2ccccc2n1	5	-49	-4	-2
37	Nc1nnc(SCc2ccccc2F)n1-c1ccccc1	.	.	-5	1
38	Cc1ccc(C)c(S(=O)(=O)Nc2cc3c4c(c2)CCN4C(=O)CC3)c1	8	-19	.	2
39	CC(CN1CC(=O)NC(=O)C1)N1CC(=O)NC(=O)C1 (configuration not stated)	18	-5	.	14
40	CCO[C@@H]1OC(C(=O)NCc2nc3ccccc3[nH]2)=C[C@H](c2csc3ccccc23)[C@H]1CCCO	0	20	-4	-3

No.	FN deposition inh	miR-122 sensor	PAX8 reporter	LGR2 antag
31	13	-6	44	22
32	-4	-2	-14	1
33	-2	.	10	2
34	10	3	3	.
35	6	-9	7	2
36	.	3	-52	-25
37	-3	-2	1	.
38	-1	.	3	-36
39	1	36	4	1
40	2	-7	13	10

Six entries picked at random from the list so far, as already listed:
No.	Molecule	Casp6 inh	EWS-Fli block	PGC1a acetyl inh	Cneo AK release
32	COC(=O)c1ccc2nc(-c3ccco3)c(Cc3ccc(C)cc3)n2c1	1	-2	-9	6
31	OCCCNc1ncnc2oc(-c3ccccc3)c(-c3ccccc3)c12	0	21	-2	-1
34	CNC(=O)NNC(=O)c1csc(-c2ccc(C(F)(F)F)cc2Cl)n1	0	2	4	1
38	Cc1ccc(C)c(S(=O)(=O)Nc2cc3c4c(c2)CCN4C(=O)CC3)c1	8	-19	.	2
37	Nc1nnc(SCc2ccccc2F)n1-c1ccccc1	.	.	-5	1
35	COc1ccc(Nc2nc(N)c([N+](=O)[O-])c(NCCO)n2)cc1	2	-33	-11	1

No.	FN deposition inh	miR-122 sensor	PAX8 reporter	LGR2 antag
32	-4	-2	-14	1
31	13	-6	44	22
34	10	3	3	.
38	-1	.	3	-36
37	-3	-2	1	.
35	6	-9	7	2

Continued.
No.	Molecule	Casp6 inh	EWS-Fli block	PGC1a acetyl inh	Cneo AK release
41	COc1ccc2oc(C(=O)OCc3c(C)noc3C)c(C)c2c1	0	-6	.	.
42	CC12COC3(C(=O)Nc4ccccc4)CC1CCC32C (configuration not stated)	1	5	-12	0
43	CCOc1cc(-c2cc(-c3ccc(NC(C)=O)cc3)nc(N)c2C#N)ccc1O	-1	3	.	-1
44	Cc1ccc(-c2nnc(-c3ccc4c(c3)OCO4)o2)cc1	-3	-41	5	-4
45	Cc1ccccc1S(=O)(=O)NCC[C@@H]1CC[C@H](NC(=O)C2CCCC2)[C@H](CO)O1	0	8	7	-1
46	Cc1cc(Cl)ccc1NNC(=O)c1cccs1	-1	10	1	1
47	O=C(Cn1cnc2c(NCc3ccccc3)ncnc21)NCC1CCCO1 (configuration not stated)	-3	-1	-8	-6
48	O=C(N[C@H](C(=O)N1CCC[C@H]1C(=O)NC1CCCC1)C1CCCCC1)C1CC1	-1	-21	.	.
49	CN(c1ccccc1C(=O)Nc1ccc(S(=O)(=O)N2CCCC2)cc1)S(C)(=O)=O	.	.	-4	0
50	O=S(=O)(Nc1ccc(Cc2ccncc2)cc1)c1cccs1	4	9	.	0
51	COc1cccc(-c2cc(=O)c3cc(NC(C)=O)ccc3[nH]2)c1	2	9	.	-3

No.	FN deposition inh	miR-122 sensor	PAX8 reporter	LGR2 antag
41	-4	.	-17	-11
42	-1	-3	13	21
43	2	-1	-1	46
44	-1	-1	-156	.
45	-3	0[16.7 µM]	4	1
46	-8	3	4	.
47	-1	-7	9	-3
48	5	.	-12	1
49	.	-1	.	0
50	.	2	.	5
51	-4	23	-22	-9
